D1 agonist: Allosteric Agonists of the Human D1 Dopamine Receptor: qHTS | D(1A) dopamine receptor (Homo sapiens), P21728 | HEK293 T-REx D1 cells, calcium flux, agonist mode | activation, % at 2 µM | 1% of 360,000 active | AID 504660, 2011; in the data active = activation above about 30%; also: 0% is about no effect
Target sequence (P21728 whole entry, looked up): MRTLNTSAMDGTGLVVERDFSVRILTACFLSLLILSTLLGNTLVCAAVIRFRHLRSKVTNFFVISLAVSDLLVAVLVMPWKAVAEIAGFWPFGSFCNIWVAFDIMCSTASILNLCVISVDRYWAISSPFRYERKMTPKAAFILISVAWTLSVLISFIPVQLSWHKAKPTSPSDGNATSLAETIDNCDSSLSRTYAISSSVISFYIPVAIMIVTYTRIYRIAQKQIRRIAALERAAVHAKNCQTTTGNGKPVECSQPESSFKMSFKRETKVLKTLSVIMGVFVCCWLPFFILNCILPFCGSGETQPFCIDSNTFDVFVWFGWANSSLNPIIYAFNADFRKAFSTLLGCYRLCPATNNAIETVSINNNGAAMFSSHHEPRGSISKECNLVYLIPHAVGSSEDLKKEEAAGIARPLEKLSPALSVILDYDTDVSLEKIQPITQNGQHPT
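Inducible HEK293 T-REx D1 cells, force-coupled to calcium signalling, were plated at 4000 cells/well with tetracycline and held overnight at 30 C. After no-wash calcium dye loading, compound-evoked calcium rise over 180 s flagged agonists.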
Apoferritin bind: qHTS Assay for Identification of Novel General Anesthetics; Ferritin light chain (Equus caballus), P02791; apoferritin/1-aminoanthracene competitive binding, fluorescence; Potency, µM (doses to about 77.5 µM), for inactives: at the highest dose activity change, negative = displacement, usual class: inhibitors; 0.074% of 350,000 active; also: potency is read from the fitted curve at half-maximal effect; % is scaled to controls: 0 for no effect and ±100 for the full control effect; nearly all actives have a fitted effect of over 20% in size
Target sequence (P02791 2-175 limits assumed): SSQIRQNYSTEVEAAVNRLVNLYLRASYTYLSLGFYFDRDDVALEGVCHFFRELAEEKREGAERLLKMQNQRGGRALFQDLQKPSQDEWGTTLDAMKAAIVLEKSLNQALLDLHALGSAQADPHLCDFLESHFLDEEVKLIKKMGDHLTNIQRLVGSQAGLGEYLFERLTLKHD
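Steps: apoferritin (10 uM) was premixed with half-saturated 1-AMA in PBS, compounds were pin-transferred, plates stood 10 min at room temperature, fluorescence was read at 380/535 nm, and curves were fitted with a Hill equation.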
D2 potentiator: HTS Assay for Positive Allosteric Modulators of the Human D2 Dopamine Receptor: Primary Screen for Potentiators; 0.34% of 340,000 active; potentiation, % at 10 µM; HEK293 T-REx D2, calcium flux, EC20 dopamine potentiation; D(2) dopamine receptor (Homo sapiens), P14416;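 active = potentiation over 3 SD above the plate norm, cut at about 30% in these data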; also: 0% is about no effect
Target sequence (P14416 whole entry, looked up): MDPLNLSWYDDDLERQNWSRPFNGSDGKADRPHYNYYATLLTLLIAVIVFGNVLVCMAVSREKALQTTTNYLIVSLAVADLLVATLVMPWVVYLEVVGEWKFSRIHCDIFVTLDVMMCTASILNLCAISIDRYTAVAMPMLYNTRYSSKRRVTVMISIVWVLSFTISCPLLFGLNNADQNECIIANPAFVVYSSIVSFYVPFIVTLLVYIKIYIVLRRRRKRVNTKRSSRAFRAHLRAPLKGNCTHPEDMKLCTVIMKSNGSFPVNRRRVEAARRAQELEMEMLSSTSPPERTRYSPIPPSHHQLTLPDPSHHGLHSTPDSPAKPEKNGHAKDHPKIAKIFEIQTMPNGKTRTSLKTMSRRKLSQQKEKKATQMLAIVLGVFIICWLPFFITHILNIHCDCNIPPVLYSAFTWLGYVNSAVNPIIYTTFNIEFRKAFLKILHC
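Primary screen. Calcium kinetics in induced HEK293 T-REx D2 cells: compound pre-addition 180 s, EC20 dopamine, 180 s more.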
TRHR ag: qHTS for Small Molecule Agonists and Allosteric Enhancers of Human TRH Receptor: Primary Screen for Agonists | Thyrotropin-releasing hormone receptor (Homo sapiens), P34981 | TRHR cells, calcium flux fluo-8, FDSS agonist mode | activation, % at 2 µM | 0.18% of 360,000 active | AID 493084, 2011; in the data active = activation above about 30%; also: 0% is about no effect
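In this calcium-flux screen, cells bearing human TRHR are dye-loaded with fluo-8, baselined for 10 cycles, then exposed to library compounds; positive kinetic calcium responses during the agonist phase mark hits, with TRH as control.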
TRHR PAM: qHTS for Small Molecule Agonists and Allosteric Enhancers of Human TRH Receptor: Primary Screen for Enhancers; Thyrotropin-releasing hormone receptor (Homo sapiens), P34981; TRHR cells, fluo-8 calcium fluorescence, EC20 TRH enhancement; enhancement, % at 2 µM; 0.66% of 360,000 active; AID 493056, 2011; in the data active = enhancement above about 30%; also: 0% is about no effect
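TRHR-expressing cells loaded with fluo-8 calcium dye were read kinetically (ex 480/em 530) during compound addition, then stimulated with an EC20 of TRH (10 nM final). Enhancement of the Gq-mediated intracellular calcium response was scored.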
D1 PAM: Potentiators of Human D1 Dopamine Receptor: qHTS; D(1A) dopamine receptor (Homo sapiens), P21728; HEK293 TREx D1 cells, calcium flux, dopamine EC20 potentiation; potentiation, % at 10 µM; 0.036% of 360,000 active; AID 504651, 2011; in the data active = potentiation above about 30%; also: 0% is about no effect
RXFP1 agonist: qHTS Assay for Agonists of the Relaxin Receptor RXFP1 | HEK293T-RXFP1 cAMP TR-FRET, 30 min; response scale: percent of porcine relaxin response, buffer zero | Potency, µM (series often up to 57.5 µM), for the others: top-dose activation, hits mostly activators | 0.3% of 370,000 active | Relaxin receptor 1 (Homo sapiens), Q9HBX9; also: potency is read from the fitted curve at half-maximal effect; % is scaled to controls: 0 for no effect and ±100 for the full control effect; nearly all actives have a fitted effect of over 60% in size; many of its hits are not listed in these tables
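cAMP rise read by TR-FRET after 30 min, 37C compound exposure (up to 58 uM) in RXFP1-transfected HEK293 cells with Ro 20174 present. EC50 from Hill-equation fits, with 29 nM porcine relaxin as 100% and buffer as basal.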
D1 antagonist: Antagonist of Human D 1 Dopamine Receptor: qHTS; D(1A) dopamine receptor (Homo sapiens), P21728; HEK293 TREx D1 cells, calcium flux, dopamine EC80; stronger effect = lower value; activity change, negative = inhibition, % at 10 µM; 3.2% of 360,000 active; AID 504652, 2011; in the data active = activity change below about -30%; also: % is scaled to controls: 0 for no effect and ±100 for the full control effect
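Inducible Hek293 Trex D1 cells (tetracycline, overnight, 30 C). Calcium dye 30–90 min RT. Antagonist mode: EC80 dopamine added after 180 s compound read.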
RXFP1 antag: qHTS Assay for Antagonists of the Relaxin Receptor RXFP1; HEK293-RXFP1, relaxin-stimulated cAMP HTRF, 30 min; stronger effect = lower value; AID 1259400, 2018; 0.59% of 350,000 active; activity change, negative = inhibition, % at 57.5 µM; Relaxin receptor 1 (Homo sapiens), Q9HBX9;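 active = activity change of -60% or lower, but not beyond a set lower limit; inconclusive = change between -60% and -40%, or beyond the set limit; inactive = change above -40%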; also: % is scaled to controls: 0 for no effect and ±100 for the full control effect
* = called active by the depositor. Unless noted, calls follow the shape of the dose curve; as a rule, active = well fitted curve in the direction sought with a large enough effect; inconclusive = small, poorly fitted or top-dose-only effect, or another doubt; inactive = no such curve, though single readings can be large; an effect the other way counts as inactive or inconclusive. These rows are one share of the data. The share of hits here may be higher or lower than overall.

How did COc1ccccc1NS(=O)(=O)c1cc(NC(=O)c2cccs2)ccc1N1CCCCC1 do in these assays?
D1 agonist: 4; Apoferritin bind: -8%; TRHR ag: 0.9; TRHR PAM: -2; D1 PAM: -8; RXFP1 agonist: 3.8%; D1 antagonist: 5; RXFP1 antag: 16

Results for CC1CCCN(S(=O)(=O)c2ccc(NC(=O)C3CC(=O)N(C(C)(C)C)C3)cc2)C1 (stereo unspecified) ?
D1 agonist: 4; D2 potentiator: 1; TRHR ag: -0.4; TRHR PAM: 6; D1 PAM: 5; RXFP1 agonist: -2.8%; D1 antagonist: -9; RXFP1 antag: -9

What do the screens show for `CC1(C)Cc2ccccc2-c2nnc(SCc3ccccc3)n21`?
D1 agonist: 0; Apoferritin bind: -5%; D2 potentiator: 1; TRHR ag: -0.1; TRHR PAM: -6; D1 PAM: -5; RXFP1 agonist: 0.1%; D1 antagonist: 2; RXFP1 antag: -25

How did Cc1csc(CNC(=O)c2ccc(OC3CCN(CCc4ccccc4)CC3)cc2)n1 do in these assays?
D1 agonist: 12; Apoferritin bind: -14%; D2 potentiator: -11; TRHR ag: 1.6; TRHR PAM: 5; D1 PAM: -17; RXFP1 agonist: 2.0%; D1 antagonist: -6; RXFP1 antag: 23

How did Clc1ccc(C2CC(c3cccs3)n3ncnc3N2)c(Cl)c1 (stereo unspecified) do in these assays?
D1 agonist: -1; Apoferritin bind: -10%; D2 potentiator: 1; TRHR ag: 1.1; TRHR PAM: 4; D1 PAM: -2; RXFP1 agonist: -2.0%; D1 antagonist: -12; RXFP1 antag: -20

Results for O=C(NCCc1ccccc1)c1ccc2c(c1)N(Cc1ccccc1)C(=O)c1ccccc1S2(=O)=O ?
D1 agonist: 6; Apoferritin bind: -4%; D2 potentiator: 0; TRHR ag: 0.9; TRHR PAM: -1; D1 PAM: 0; RXFP1 agonist: 4.7%; D1 antagonist: -40*; RXFP1 antag: -2

How did Cc1ccc(S(=O)(=O)CCC(=O)O)cc1C do in these assays?
D1 agonist: 1; Apoferritin bind: -3%; D2 potentiator: -2; TRHR ag: -0.1; TRHR PAM: 1; D1 PAM: -1; RXFP1 agonist: 0.2%; D1 antagonist: 2; RXFP1 antag: 10

What do the screens show for `Cc1sc2ncn(/N=C/c3cn(-c4ccccc4)nc3-c3ccccc3)c(=O)c2c1C`?
D1 agonist: 1; TRHR ag: -2.4; TRHR PAM: -1; D1 PAM: -3; D1 antagonist: -23

How did COc1ccc(C2CC(c3cccs3)=NN2C(=O)CSc2nnnn2C)cc1OC (stereo unspecified) do in these assays?
D1 agonist: 2; Apoferritin bind: -11%; D2 potentiator: 0; TRHR ag: 0.2; TRHR PAM: -2; D1 PAM: 0; RXFP1 agonist: 1.2%; D1 antagonist: 1; RXFP1 antag: -5

Results for CC(C)COc1ccc(C(=O)Nc2ccc(N3CCOCC3)cc2N2CCOCC2)cc1 ?
D1 agonist: 0; Apoferritin bind: -3%; D2 potentiator: 6; TRHR ag: -0.8; TRHR PAM: 8; D1 PAM: 0; RXFP1 agonist: 2.9%; D1 antagonist: 8; RXFP1 antag: -1

How did O=C(COC(=O)c1ccccc1Cl)Nc1nccs1 do in these assays?
D1 agonist: 45*; Apoferritin bind: 0%; D2 potentiator: 12; TRHR ag: -1.0; TRHR PAM: 2; D1 PAM: -4; RXFP1 agonist: 1.6%; D1 antagonist: -5; RXFP1 antag: 22

How did CSCC[C@@H](CO)NC(=O)c1ccc2nc(C3CCCCC3)oc2c1 do in these assays?
D1 agonist: 4; Apoferritin bind: -1%; D2 potentiator: 5; TRHR ag: -0.6; TRHR PAM: 11; D1 PAM: -3; RXFP1 agonist: -0.1%; D1 antagonist: 25; RXFP1 antag: -2

What do the screens show for `Cn1ncc2c(N3CCC(Cc4ccccc4)CC3)ncnc21`?
D1 agonist: 9; Apoferritin bind: -17%; D2 potentiator: -2; TRHR ag: -1.0; TRHR PAM: 0; D1 PAM: -7; RXFP1 agonist: 12%; D1 antagonist: 3; RXFP1 antag: -4

What do the screens show for `COc1ccc(S(=O)(=O)Nc2ccccc2C(=O)NCc2ccco2)cc1`?
D1 agonist: 3; Apoferritin bind: -3%; D2 potentiator: 14; TRHR ag: -0.1; TRHR PAM: 6; D1 PAM: -6; RXFP1 agonist: 0.8%; D1 antagonist: -6; RXFP1 antag: -7

What do the screens show for `COCCN(C(=O)COC(=O)CCCOc1ccccc1)c1c(N)n(Cc2ccccc2)c(=O)[nH]c1=O`?
D1 agonist: 3; D2 potentiator: 4; TRHR ag: 0.0; TRHR PAM: 6; D1 PAM: 5; RXFP1 agonist: 0.9%; D1 antagonist: -6; RXFP1 antag: -12

Overlap with the part before: 2 entries, then new ones.
What do the screens show for `COc1ccc(S(=O)(=O)Nc2ccccc2C(=O)NCc2ccco2)cc1`?
D1 agonist: 3; Apoferritin bind: -3%; D2 potentiator: 14; TRHR ag: -0.1; TRHR PAM: 6; D1 PAM: -6; RXFP1 agonist: 0.8%; D1 antagonist: -6; RXFP1 antag: -7

What do the screens show for `COCCN(C(=O)COC(=O)CCCOc1ccccc1)c1c(N)n(Cc2ccccc2)c(=O)[nH]c1=O`?
D1 agonist: 3; D2 potentiator: 4; TRHR ag: 0.0; TRHR PAM: 6; D1 PAM: 5; RXFP1 agonist: 0.9%; D1 antagonist: -6; RXFP1 antag: -12

How did Cc1onc(-c2ccccc2Cl)c1C(=O)Nc1ccc(S(=O)(=O)Nc2nccs2)cc1 do in these assays?
D1 agonist: 3; Apoferritin bind: -12%; D2 potentiator: 7; TRHR ag: -1.0; TRHR PAM: -1; D1 PAM: -1; RXFP1 agonist: -0.1%; D1 antagonist: -7; RXFP1 antag: -11

Results for CCC(CC)C(=O)N1CC(=O)Nc2ccc(Br)cc2C1c1ccccc1 (stereo unspecified) ?
D1 agonist: -2; Apoferritin bind: -7%; D2 potentiator: -6; TRHR ag: 10; TRHR PAM: 10; D1 PAM: -2; RXFP1 agonist: 1.1%; D1 antagonist: 4

Results for Cc1ccc(C2=NS(=O)(=O)N(C)C(C(=O)NCc3ccco3)=C2)cc1 ?
D1 agonist: 1; Apoferritin bind: inconclusive; D2 potentiator: -2; TRHR ag: 1.6; TRHR PAM: -1; D1 PAM: -4; RXFP1 agonist: 1.3%; D1 antagonist: -6; RXFP1 antag: -7

What do the screens show for `COc1ccc(OCC(=O)N/N=C(\CCC(=O)O)c2cccs2)cc1`?
D1 agonist: 0; Apoferritin bind: -19%; D2 potentiator: -1; TRHR ag: -0.2; TRHR PAM: -3; D1 PAM: -7; RXFP1 agonist: 1.1%; D1 antagonist: -6; RXFP1 antag: -2

Results for Cc1ccc(C2=NN=C(NC(=O)C(F)(F)F)SC2)cc1 ?
D1 agonist: 0; Apoferritin bind: inconclusive; D2 potentiator: 0; TRHR ag: -0.5; TRHR PAM: 5; D1 PAM: 0; RXFP1 agonist: -0.2%; D1 antagonist: 1; RXFP1 antag: -24

What do the screens show for `CC(=O)c1cc(CN2CCC(n3nccc3NC(=O)c3ccccc3Cl)CC2)cs1`?
D1 agonist: -1; Apoferritin bind: -3%; D2 potentiator: -3; TRHR ag: -0.2; TRHR PAM: 6; D1 PAM: -3; RXFP1 agonist: -0.3%; D1 antagonist: -8; RXFP1 antag: 3

What do the screens show for `CCCn1nc(C(=O)Nc2nnc(CC)s2)c2ccccc2c1=O`?
D1 agonist: 2; Apoferritin bind: -16%; D2 potentiator: 1; TRHR ag: -1.3; TRHR PAM: -2; D1 PAM: 6; RXFP1 agonist: 1.6%; D1 antagonist: 8; RXFP1 antag: 6

How did O=C(Nc1ccc(F)c(Cl)c1)C1CCN(S(=O)(=O)c2ccc3c(c2)CCCN3C(=O)C2CCC2)CC1 do in these assays?
D1 agonist: 1; Apoferritin bind: 1%; D2 potentiator: -9; TRHR ag: 0.2; TRHR PAM: -1; D1 PAM: -5; RXFP1 agonist: 0.6%; D1 antagonist: -15; RXFP1 antag: -11

What do the screens show for `Cc1ccc2nc(C)cc(C(=O)Nc3nccs3)c2c1`?
D1 agonist: 2; Apoferritin bind: -9%; TRHR ag: 0.1; TRHR PAM: -4; D1 PAM: 1; RXFP1 agonist: 1.5%; D1 antagonist: 4; RXFP1 antag: 5

How did Cc1cccc2nc(CSc3ccc(Cl)cc3)cn12 do in these assays?
D1 agonist: 2; Apoferritin bind: -20%; D2 potentiator: 1; TRHR ag: -1.9; TRHR PAM: -7; D1 PAM: -4; RXFP1 agonist: -0.4%; D1 antagonist: -8; RXFP1 antag: 10

How did CN(C)CCN1C(=O)c2oc3ccccc3c(=O)c2C1c1cccc(Br)c1 (stereo unspecified) do in these assays?
D1 agonist: 7; Apoferritin bind: -6%; D2 potentiator: 2; TRHR ag: -0.5; TRHR PAM: -4; D1 PAM: -3; RXFP1 agonist: 1.3%; D1 antagonist: 5; RXFP1 antag: 1

Results for O=C(Nc1ccccc1)c1ccc(CSc2ncccn2)cc1 ?
D1 agonist: 2; Apoferritin bind: -11%; D2 potentiator: -8; TRHR ag: -0.5; TRHR PAM: 9; D1 PAM: -1; RXFP1 agonist: -0.8%; D1 antagonist: 7; RXFP1 antag: -13

How did Cc1ccc(S(=O)(=O)/N=C(/c2ccccc2)N2CCOCC2)cc1 do in these assays?
D1 agonist: 2; Apoferritin bind: -3%; D2 potentiator: 3; TRHR ag: 0.6; TRHR PAM: 14; D1 PAM: -5; RXFP1 agonist: 1.2%; D1 antagonist: 13; RXFP1 antag: -23

Results for C=CCN1C(=O)C(CC(=O)Nc2ccc(OCCC)cc2)N(CCCN2CCN(Cc3ccccc3)CC2)C1=S (stereo unspecified) ?
D1 agonist: 17; Apoferritin bind: -19%; TRHR ag: 0.6; TRHR PAM: -1; D1 PAM: -7; RXFP1 agonist: 0.2%; D1 antagonist: -26; RXFP1 antag: -28

Results for CNC(=S)N1CCN(c2c(F)cc3c(=O)c(C(=O)O)cn(C4CC4)c3c2OC)CC1C (stereo unspecified) ?
D1 agonist: 1; Apoferritin bind: -12%; D2 potentiator: -4; TRHR ag: 0.6; TRHR PAM: -7; D1 PAM: -9; RXFP1 agonist: 0.8%; D1 antagonist: -7; RXFP1 antag: 6

High-throughput results (PubChem BioAssay)
